# Source: PubChem BioAssay
# UPR CHOP act: activators of apoptotic arm of unfolded protein response (CHOP); 0.34% of 330,000 active; CHO-CHOP luciferase reporter, UPR activation, luminescence; percent of tunicamycin response over DMSO baseline; AID 449763; activation, % at 10 µM;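 active = at 10 µM dose, activation of 40% or more, normalized to positive control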;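 also: 100% = tunicamycin at 10 µg/mL and 0% = DMSO alone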
#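 measured by = luciferase luminescence | assay system = CHO-CHOP cells, stable luciferase reporter of PERK-eIF2a-CHOP signalling | amount = 500 reporter cells seeded per well | timing = 6 h compound exposure at 37 °C after overnight seeding | controls = positive tunicamycin 10 µg/mL, negative DMSO alone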
# TIM10 inh: inhibits growth of TIM10 yeast strain; S. cerevisiae TIM10 strain growth, BacTiter-Glo luminescence, 24 h; 1.4% of 330,000 active; inhibition, % at 10 µM; AID 463195;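 active = inhibition of 40% or more at the single tested concentration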;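 also: wild-type TIM10 isogenic control strain grown at permissive 25 °C; 0% = DMSO yeast wells and 100% = minimal medium wells without yeast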
# tim10-1 inh: growth inhibitors of tim10-1 mutant yeast | S. cerevisiae tim10-1 ts strain growth, BacTiter-Glo, 24 h | inhibition, % at 20 µM | 2.2% of 330,000 active | AID 463190;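 active = inhibition of at least 40%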;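 also: mutant grown at 25 °C; 0% = DMSO wells with yeast and 100% = wells holding no yeast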
# CXCR6 block: inhibitors of human CXCR6 receptor | 0.36% of 360,000 active | CHO-K1 PathHunter CXCR6 beta-arrestin, luminescence | AID 602244 | O00574 | inhibition, % at 20 µM; in the data active = inhibition above about 34%, passing the limit was not always enough;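 also: antagonist mode with CXCL16 agonist at 10 nM final; 0% = 10 nM CXCL16 with DMSO and 100% = unstimulated wells without agonist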
# Target sequence (O00574 whole entry, looked up): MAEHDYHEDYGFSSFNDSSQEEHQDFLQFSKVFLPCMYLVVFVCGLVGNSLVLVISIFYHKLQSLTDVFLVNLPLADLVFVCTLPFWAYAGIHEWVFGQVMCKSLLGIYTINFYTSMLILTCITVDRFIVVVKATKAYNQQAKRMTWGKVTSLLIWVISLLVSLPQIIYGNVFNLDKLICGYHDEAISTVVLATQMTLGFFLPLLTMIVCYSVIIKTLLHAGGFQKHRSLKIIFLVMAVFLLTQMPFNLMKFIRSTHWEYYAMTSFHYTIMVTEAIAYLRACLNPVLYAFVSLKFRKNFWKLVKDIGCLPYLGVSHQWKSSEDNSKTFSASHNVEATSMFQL
# APJ antag: antagonists of human APJ apelin receptor | CHO-K1 APJ beta-arrestin complementation, luminescence | inhibition, % at 20 µM | 0.32% of 330,000 active;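 active = inhibition above about 40% at 20 µM, limit read from the data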;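 also: cells challenged with 10 nM apelin-13 agonist together with compound; plate controls were apelin-13 plus DMSO wells for no effect and DMSO wells lacking apelin-13 for full effect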
# Target sequence (P35414 whole entry, looked up): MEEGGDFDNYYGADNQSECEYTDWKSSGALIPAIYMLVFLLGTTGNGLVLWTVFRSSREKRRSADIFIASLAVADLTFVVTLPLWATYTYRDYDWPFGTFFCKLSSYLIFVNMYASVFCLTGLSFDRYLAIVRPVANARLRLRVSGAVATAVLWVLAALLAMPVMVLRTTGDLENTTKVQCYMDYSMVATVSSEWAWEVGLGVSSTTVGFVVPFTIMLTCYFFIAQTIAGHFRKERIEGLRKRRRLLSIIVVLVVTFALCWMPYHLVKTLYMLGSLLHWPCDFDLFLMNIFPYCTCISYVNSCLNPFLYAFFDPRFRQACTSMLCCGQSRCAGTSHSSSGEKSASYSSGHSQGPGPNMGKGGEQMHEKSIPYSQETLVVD
# UPR XBP1 act: activators of adaptive arm of unfolded protein response (XBP1); CHO-XBP1 luciferase reporter, IRE1-XBP1 UPR activation, luminescence; percent of tunicamycin response, DMSO as zero; activation, % at 20 µM; 0.33% of 330,000 active; AID 463104;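 active = versus positive control, 20 µM dose yields 30% or more activation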;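 also: 100% = tunicamycin at 10 µg/mL and 0% = DMSO only wells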
#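 Material: IRE1-XBP1 luciferase reporter CHO line / Quantity: one thousand reporter cells per well / Buffer or medium: F12 with 10% serum / Compound: 20 µM single concentration, DMSO 1% / Times: 6 h treatment, 37 °C / Detection: Steady-Glo luciferase glow luminescence, 10 min after reagent addition / Benchmarks: tunicamycin high, DMSO low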
# Mdm2 MdmX PPI: human Mdm2/MdmX binding inhibition; 3% of 330,000 active; O15151+Q00987; SaOS-2 split-luciferase Mdm2/MdmX complementation, luminescence; inhibition, % at 8 µM;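 active = inhibition of at least 50% at 8 µM in the primary screen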
# tim23-1 inh: growth inhibitors of tim23-1 mutant yeast. S. cerevisiae tim23-1 growth, BacTiter-Glo luminescence, 24 h. inhibition, % at 20 µM. 1.3% of 330,000 active. AID 463212;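 active = growth inhibition of the mutant yeast at or above 50%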;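 also: temperature-sensitive mutant grown at 25 °C; plate controls were DMSO-treated mutant yeast for no effect and medium wells lacking yeast for full effect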
# APJ ag: agonists of human APJ apelin receptor. CHO-K1 APJ PathHunter beta-arrestin, luminescence; 0% DMSO wells, 100% apelin. activation, % at 20 µM. P35414. AID 2520. 0.11% of 330,000 active;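 active = activation more than six SD over the plate average, tested at 20 µM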;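 also: 0% = DMSO alone and 100% = apelin-13 at 10 nM; some results filed as inactive read as strong as hits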
#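 Test system: CHO-K1 APJ beta-arrestin complementation cell line. Amount: cell density 1000 per well. Controls: DMSO negative, 10 nM Apelin-13 positive. Signal: luminescent beta-gal fragment complementation, chemiluminescent substrate. Read-out basis: agonist-driven arrestin binding to APJ. Timing: compound stimulation 90 min at 25 °C, detection 60 min.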
# * = called active by the depositor; / = not tested or not shown. These rows are one share of the data; count on the stated rates, not on these rows.
# Values run as follows: UPR CHOP act	TIM10 inh	tim10-1 inh	CXCR6 block	APJ antag	UPR XBP1 act	Mdm2 MdmX PPI	tim23-1 inh	APJ ag
- COCCN(C(=O)COC(=O)C1CCC(C(C)(C)C)CC1)c1c(N)n(Cc2ccccc2)c(=O)[nH]c1=O (stereo not given)
→ -1.4	5	11	4	6	-2	26	1	-2
- COc1ccc2c(C)cc(SC3CCOC3=O)nc2c1 (stereo not given)
→ -1.7	6	27	-2	5	-2	-1	3	0
- CCc1nc(N2CCN(Cc3ccc4c(c3)OCO4)CC2)c2oc3ccccc3c2n1
→ -2.7	24	39	10	-10	-4	30	41	-4
- S=c1[nH]nc(-c2ccncc2)n1/N=C/c1ccccc1
→ 0.5	10	0	1	0	-1	-6	3	-1
- CCCc1cc(=O)[nH]c(SCC(=O)NC2CCCCCCC2)n1
→ -2.3	-6	-4	-3	5	-1	25	0	-5
- O=C(NNC(=S)NCC1CCCO1)c1cc(Br)ccc1Cl (stereo not given)
→ 0.1	3	18	25	18	-3	20	-4	2
- O=C(c1ccc(OC2CCN(C(=O)C3CC3)CC2)cc1)N(CCO)Cc1ccccc1
→ 1.1	9	4	-8	0	-3	4	7	-1
- CCOC(=O)N1CCc2c(sc(NC(=O)CN3CCN(C)CC3)c2C(=O)Nc2ccccc2)C1
→ -0.4	-3	6	1	16	-2	16	0	-2
- O=C(N/N=C/c1ccccc1OCc1ccccc1)c1cccnc1
→ 0.1	40*	29	-9	-8	1	16	42	0
- O=C(CCc1nc2ccccc2c(=O)[nH]1)Nc1cc(Cl)ccc1N1CCCCC1
→ -0.5	14	11	1	9	3	35	31	-4
- O=C(CN(Cc1ccc2c(c1)OCO2)C(=O)c1cnsn1)NC1CCCC1
→ -0.6	9	15	-2	14	2	-4	9	-3
- CCC(=O)Nc1ccc(N2CCN(C(=O)c3cccs3)CC2)cc1
→ 0.3	13	5	-4	10	0	9	10	-4
- COC(=O)CCC(=O)Nc1cccc(Cl)c1
→ 0.9	-13	-6	-4	-1	-2	2	15	1
- Cc1ccc(S(=O)(=O)NCC(=O)N2CCc3ccccc3C2)cc1
→ -1.3	7	17	6	-4	-2	12	40	-4
- O=C(Nc1ccc(N2CCOCC2)c(Cl)c1)c1ccco1
→ 0.6	-4	1	5	-7	-1	-36	4	0
- Cc1cccc(CSCc2nnc(N)s2)c1
→ 2.9	5	-3	-6	11	-4	20	-6	-2
- N#C/C(=C/c1cccn1-c1cccc(C(=O)O)c1)c1ccc(Cl)cc1
→ -1.8	15	9	4	8	-2	12	27	-2
- O=C(CCC1CCCC1)N1CCN(C(=O)c2cccnc2)CC1
→ -1.1	11	6	2	4	-1	4	5	-2
- O=C(NN=C1CCCCCCCCCCC1)c1cccc(S(=O)(=O)N2CCOCC2)c1
→ -0.9	-7	-17	-5	-39	1	-13	-9	2
- O=C(CN1CCN(C(c2ccccc2)c2ccccc2)CC1)NCc1ccccc1
→ -0.6	-13	-9	2	-17	-5	-23	-26	-2
- CC(C)CNC(=O)c1ccccc1NC(=O)CN(c1ccccc1)S(=O)(=O)N(C)C
→ -1.4	16	15	-4	-12	-3	-28	18	-5
- C=C(C)n1c(=O)n(Cc2ccc(C)cc2)c2ccccc21
→ -1.2	-18	12	8	1	1	25	24	-3
- C#CCOCCOCCOCCNc1nc(N2CCN(C(=O)CCCCCCCCCCNC(=O)[C@H](CO)n3cc(CCCCCN)nn3)CC2)nc(N2CCN(C(=O)CCCCCCCCCCNC(=O)[C@H](CCCN=C(N)N)n3cc(C[C@@H](C)CC)nn3)CC2)n1
→ -0.5	20	34	/	28	3	10	52*	-3
- Cc1ccc(SCc2cc(=O)[nH]c(N3CCCCC3)n2)cc1
→ -2.9	17	32	6	-11	3	28	19	-5
- O=C(NCc1ccc(F)cc1)C1CCN(c2cnccn2)CC1
→ 1.9	-11	19	0	2	-2	17	10	-2
- C/C(CC(=O)Nc1ccccn1)=N\NC(=O)C(=O)Nc1ccccc1C
→ 3.3	10	0	11	1	-4	7	0	-3
- CS(=O)Cc1cc(Sc2ccccc2)nc(-c2cccnc2)n1 (stereo not given)
→ -0.8	7	12	0	-4	-2	11	10	-2
- O=C(Nc1cccc(O)c1)c1cc2nc(-c3ccccc3)cc(-c3ccccc3)n2n1
→ 4.9	-18	-11	0	3	5	18	-36	-1
- CC(C)c1cc(C(N)=O)c(NC(=O)c2cccc(COc3ccc(Br)cc3)c2)s1
→ 1.8	17	41*	-1	0	3	21	13	-1
- Cc1onc(-c2c(F)cccc2Cl)c1C(=O)ONC(=O)c1ccccc1
→ 1.6	16	5	-8	-5	0	-2	8	-2
- COc1ccc2c(Cl)c(C(N)=O)sc2c1
→ -0.3	-3	9	-2	14	-1	12	24	-2
- O=C(CN1c2ccccc2Sc2ccccc21)NNC(=S)Nc1ccc(Cl)cc1Cl
→ 0.0	10	26	18	31	0	66*	3	-7
- Cc1nc(SCC(=O)N(C)C2(C#N)CCCCC2)c2ccccc2n1
→ -0.1	10	12	1	16	-2	2	29	-1
- COC(=O)N/N=C/c1c(C)c(C(=O)c2ccc(F)cc2)n2ccccc12
→ -0.1	22	30	2	-1	0	6	26	0
- O=C(Nc1ccc(Br)cc1F)c1ccc2nsnc2c1
→ 3.4	-4	1	-4	13	2	-65	1	-10
- Cc1ccc(OC(=O)CCC(=O)Nc2ccc(C(N)=O)cc2)cc1
→ -0.1	-2	14	0	-32	1	-24	25	3
- CC(=O)Nc1cccc(-c2nnc(SCC(=O)N3CCCCC3)n2C)c1
→ -1.1	-17	8	-3	6	1	12	-2	0
- COc1cccc(CNC(=O)C(=O)NCC2CCCO2)c1 (stereo not given)
→ 1.4	9	-5	3	9	0	3	2	-2
- Cc1nn(C)c(Oc2ccccc2)c1CCNS(=O)(=O)c1ccc(Cl)cc1
→ 0.8	-10	30	3	3	3	-10	23	-4
- C/C(=N\NC(=O)Cc1cccn1C)c1ccco1
→ -1.5	-8	-16	-2	13	-2	15	0	-2
- CSc1ccc(-c2c(C#N)c(N)nc3c2CCCC3)cc1
→ 1.0	7	5	-5	-8	0	7	2	-1
- COc1ccc(C(C)=O)cc1COC(=O)c1ccc(S(=O)(=O)N(C)C)cc1
→ 0.7	2	10	-3	-5	-2	12	27	-2
- O=C(CSc1ncn[nH]1)NC12CC3CC(CC(C3)C1)C2
→ -0.1	-3	5	-3	12	-7	19	0	0
- Cc1ccc(Nc2nnc(SCC(=O)Nc3cccc(S(=O)(=O)N4CCCCC4)c3)s2)cc1
→ -0.1	0	25	13	-1	3	16	8	1
- COc1ccc(CNC(=O)CN(C(=O)c2csnn2)c2ccc3c(c2)OCCO3)cc1
→ 2.4	-3	-10	10	-7	2	-5	5	0
- Cc1sc2ncnc(N3CCC(C)CC3)c2c1C
→ -0.5	-18	26	-2	-2	-1	20	11	-2
- Cc1cccc(NC(=O)C2CCCN(S(=O)(=O)c3cccc4cccnc34)C2)c1 (stereo not given)
→ 1.0	-7	11	-4	-65	-1	20	13	-2
- CCC(C)(C)NC(=O)c1sccc1Oc1ccc(F)cc1[N+](=O)[O-]
→ 0.2	30	34	-3	-30	-4	1	31	-1
- O=C(CN(c1ccc2c(c1)OCCO2)S(=O)(=O)c1ccccc1)NCc1ccco1
→ -0.5	14	16	-3	31	-2	2	10	2
- CC(OC(=O)c1cccs1)C(=O)NCCc1ccccc1 (stereo not given)
→ 0.5	2	7	4	-4	0	-15	18	-1

# 10 compounds already listed, sorted by count of non-hydrogen atoms, high to low.
# Values run as follows: UPR CHOP act	TIM10 inh	tim10-1 inh	CXCR6 block	APJ antag	UPR XBP1 act	Mdm2 MdmX PPI	tim23-1 inh	APJ ag
- Cc1ccc(Nc2nnc(SCC(=O)Nc3cccc(S(=O)(=O)N4CCCCC4)c3)s2)cc1
→ -0.1	0	25	13	-1	3	16	8	1
- COc1ccc(CNC(=O)CN(C(=O)c2csnn2)c2ccc3c(c2)OCCO3)cc1
→ 2.4	-3	-10	10	-7	2	-5	5	0
- O=C(CN(c1ccc2c(c1)OCCO2)S(=O)(=O)c1ccccc1)NCc1ccco1
→ -0.5	14	16	-3	31	-2	2	10	2
- Cc1cccc(NC(=O)C2CCCN(S(=O)(=O)c3cccc4cccnc34)C2)c1 (stereo not given)
→ 1.0	-7	11	-4	-65	-1	20	13	-2
- Cc1nn(C)c(Oc2ccccc2)c1CCNS(=O)(=O)c1ccc(Cl)cc1
→ 0.8	-10	30	3	3	3	-10	23	-4
- CC(=O)Nc1cccc(-c2nnc(SCC(=O)N3CCCCC3)n2C)c1
→ -1.1	-17	8	-3	6	1	12	-2	0
- Cc1ccc(OC(=O)CCC(=O)Nc2ccc(C(N)=O)cc2)cc1
→ -0.1	-2	14	0	-32	1	-24	25	3
- CC(OC(=O)c1cccs1)C(=O)NCCc1ccccc1 (stereo not given)
→ 0.5	2	7	4	-4	0	-15	18	-1
- O=C(CSc1ncn[nH]1)NC12CC3CC(CC(C3)C1)C2
→ -0.1	-3	5	-3	12	-7	19	0	0
- Cc1sc2ncnc(N3CCC(C)CC3)c2c1C
→ -0.5	-18	26	-2	-2	-1	20	11	-2

# (next part)
# Values run as follows: UPR CHOP act	TIM10 inh	tim10-1 inh	CXCR6 block	APJ antag	UPR XBP1 act	Mdm2 MdmX PPI	tim23-1 inh	APJ ag
- Cc1sc2nc(CSC(C)C(=O)Nc3ccc(C#N)cc3)[nH]c(=O)c2c1C (stereo not given)
→ -0.3	18	-4	6	19	-1	5	5	1
- COc1ccc(CCNC(=S)N2CCN(S(=O)(=O)c3cccc(F)c3)CC2)cc1
→ -3.1	-5	-11	0	23	-2	22	0	-4
- O=C(NCCn1ccc2ccccc21)c1cccc([N+](=O)[O-])c1
→ -1.3	-7	5	-2	17	5	13	13	-2
- CCC1CCCCN1CCCNC(=O)C1CCCN(c2nn3c(=O)cc(C)nc3s2)C1 (stereo not given)
→ 3.3	-6	-2	4	-20	-9	25	2	2
- CCCCNC(=O)c1cccc(C(=O)NCCCC)c1
→ -1.2	5	6	1	11	5	24	2	-7
- NS(=O)(=O)c1ccc(Cl)c(C(=O)Nc2ccccc2[N+](=O)[O-])c1
→ 0.5	-2	-2	-9	-19	-3	2	6	2
